HEK cytotox: kills HEK 293 cells. Potency, µM (series often up to 115 µM), for inactives: top-dose activity change, negative = cytotoxicity, most hits filed as inhibitors. hit rate 6.6% among 94,000. HEK 293 viability, ATP luminescence (CellTiter-Glo), 48-72 h; further: potency means the concentration at half of the fitted maximal effect; nearly all actives have a fitted effect of over 60% in size
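HEK 293 cells seeded at 250 cells/well were exposed to compound for 48 or 72 hr at 37 degree Celsius. Viability taken as ATP content by CellTiter-Glo luminescence.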
SNCA viab count: reduces viability of HEK-293 SNCA reporter cells. HEK-293-SNCA-luc viability, GF-AFC fluorescence, 24 h. Potency, µM (highest dose often 57.1 µM), inactives show top-dose activity change, negative = cytotoxicity, usual class: cytotoxic. hit rate 0.12% among 150,000. AID 1671193;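 further: potency means the concentration at half of the fitted maximal effect; 0% = DMSO-treated cells and -100% = medium-only wells without cells; nearly all actives have a fitted effect of over 30% in size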
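HEK-293-SNCA-luc cells (1500/well) plated 24 h, then exposed 24 h to a dilution series; GF-AFC added 30 min at 37C, fluorescence 405/540 nm; normalised to medium-only and DMSO wells, Hill fit.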
IP6K1 inhibitor: inhibitors of human IP6K1 | IP6K1 kinase, ADP-Glo luminescence, 2 h; active compounds read low | activity change, % (series mostly up to about 58 µM) | hit rate 0.81% among 140,000 | AID 1645851; in the data active means activity change below about -25%
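ADP-Glo luminescence measures ADP made by human IP6K1 during a 2 h RT reaction with ATP/IP6 (mix at 1.3 mM/130 uM); top library doses 57.5 and 19.1 uM final.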
NIH3T3 tox: cytotoxic compounds in NIH 3T3 cells; NIH 3T3 viability, CellTiter-Glo ATP luminescence, 48-72 h; Potency, µM (top dose mostly 96.7 µM), without a hit: at the top dose activity change, negative = cytotoxicity, most hits filed as inhibitors; hit rate 4.3% among 94,000; further: potency means the concentration at half of the fitted maximal effect; nearly all actives have a fitted effect of over 55% in size
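Cytotoxicity was measured by CellTiter-Glo ATP luminescence after 48 or 72 h compound exposure at 37 °C. Mouse NIH 3T3 fibroblasts were seeded at 400 cells/well and dosed by 23 nL pin transfer.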
GPT2 inh: blocks human glutamate pyruvate transaminase 2; Q8TD30; Recombinant GPT2, coupled pyruvate oxidase/HRP Amplex Red fluorescence; Potency, µM (highest dose often 57.7 µM), for the others: at the highest dose activity change, negative = inhibition, actives largely listed as inhibitors; hit rate 0.25% among 100,000; AID 1671188; further: potency means the concentration at half of the fitted maximal effect; nearly all actives have a fitted effect of over 60% in size; many of its hits are not listed in these tables
Target sequence (Q8TD30 whole entry, looked up): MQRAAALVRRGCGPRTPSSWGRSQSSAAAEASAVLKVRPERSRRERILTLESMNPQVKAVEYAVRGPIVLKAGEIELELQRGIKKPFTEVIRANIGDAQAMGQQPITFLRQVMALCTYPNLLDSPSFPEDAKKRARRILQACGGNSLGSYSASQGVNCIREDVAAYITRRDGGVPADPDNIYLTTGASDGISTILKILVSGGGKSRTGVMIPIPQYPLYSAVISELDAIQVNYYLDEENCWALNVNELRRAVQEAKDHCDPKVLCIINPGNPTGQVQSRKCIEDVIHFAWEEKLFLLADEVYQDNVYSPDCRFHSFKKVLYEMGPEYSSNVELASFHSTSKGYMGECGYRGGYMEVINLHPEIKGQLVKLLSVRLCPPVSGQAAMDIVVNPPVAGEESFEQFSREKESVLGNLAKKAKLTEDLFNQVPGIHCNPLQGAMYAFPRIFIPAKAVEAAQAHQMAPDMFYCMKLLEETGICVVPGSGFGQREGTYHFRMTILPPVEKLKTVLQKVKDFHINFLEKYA
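Fluorescence of coupled pyruvate oxidase/HRP/Amplex Red system (50uM Amplex, 30 min, dark) reports pyruvate formed by GPT2. Enzyme reaction: 10ng/uL GPT2, 2mM L-alanine, 250uM a-KG, 30 min room temperature, pH 7.5; 50uM AOA control.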
FLuc inh: blocks purified firefly luciferase enzyme activity | purified P. pyralis luciferase, luminescence, biochemical | Potency, µM (top dose mostly 115 µM), inactives show at the highest dose activity change, negative = inhibition, most hits filed as inhibitors | hit rate 2.5% among 76,000 | AID 1347043; further: potency means the concentration at half of the fitted maximal effect; nearly all actives have a fitted effect of over 65% in size
Target sequence (P08659 whole entry, looked up): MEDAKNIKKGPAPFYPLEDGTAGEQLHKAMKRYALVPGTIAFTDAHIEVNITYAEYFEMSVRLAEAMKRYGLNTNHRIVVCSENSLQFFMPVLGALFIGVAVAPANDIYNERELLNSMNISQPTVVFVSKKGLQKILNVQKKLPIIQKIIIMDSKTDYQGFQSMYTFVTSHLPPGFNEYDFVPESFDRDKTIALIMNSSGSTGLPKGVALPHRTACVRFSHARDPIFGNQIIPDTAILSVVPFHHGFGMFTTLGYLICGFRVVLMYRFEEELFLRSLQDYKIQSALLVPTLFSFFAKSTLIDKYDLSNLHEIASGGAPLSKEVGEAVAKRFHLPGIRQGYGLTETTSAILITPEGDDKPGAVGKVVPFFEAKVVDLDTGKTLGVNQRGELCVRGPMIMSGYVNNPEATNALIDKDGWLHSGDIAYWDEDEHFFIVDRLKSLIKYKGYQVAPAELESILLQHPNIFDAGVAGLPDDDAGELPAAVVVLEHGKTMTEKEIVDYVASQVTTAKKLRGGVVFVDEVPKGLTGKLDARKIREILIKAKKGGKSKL
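Cell-free enzyme assay, 10nM P. pyralis luciferase, luciferin and ATP each at 10uM. Inhibition profiled over a 6-point titration, read as luminescence.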
SNCA expr inhib: SNCA gene expression inhibition; HEK-293 SNCA-luciferase knock-in, luminescence, 24 h; Potency, µM (series often up to 57.2 µM), for the others: top-dose activity change, negative = inhibition, most hits filed as inhibitors; hit rate 0.17% among 140,000;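 further: potency means the concentration at half of the fitted maximal effect; plate controls were DMSO cells for no effect and cell-free wells for full effect; nearly all actives have a fitted effect of over 45% in size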
* hit, by the source's call; i = inactive; ? = inconclusive; / = not tested or not shown; & = joins results of further samples; [ ] = remark or other dose. Unless noted, the call rests on the fitted dose curve; in most records, active means well fitted curve in the direction sought with a large enough effect; inconclusive means small, poorly fitted or top-dose-only effect, or another doubt; inactive means no such curve, though single readings can be large; an effect the other way counts as inactive or inconclusive. Unless noted, on the % scale 0 is the no-effect control and ±100 the full control effect. Some of the compounds tested; the hit share may differ from the screen's.

Order of results – HEK cytotox | SNCA viab count | IP6K1 inhibitor | NIH3T3 tox | GPT2 inh | FLuc inh | SNCA expr inhib
> COc1ncccc1Nc1cnc2ccc(-c3ccc(F)cc3)nn12
 : ? | -12%[87.6 µM] | -9 | ? | ? | 0%[172 µM] | -22%[87.6 µM]
> COc1cccc(NC(=O)N2CCC(CN3CCOCC3)CC2)c1
 : / | 4% | 5 | / | / | / | 36%[activator]
> CCn1c(C2CCCN(Cc3ccccn3)C2)nn(C)c1=O (stereo not given)
 : -17% | -1% | 24 | -5% | -3% | 0% | 1%
> COc1ccccc1CNc1nc2c(S(=O)(=O)c3ccc(C)c(C)c3)nnn2c2ccc(Cl)cc12
 : / | 3% | 8 | / | / | / | -21%
> COCC1CN(C(C)=O)CC12CCN(Cc1cccnc1)CC2 (stereo not given)
 : -1% | -1% | 5 | -2% | ? | -10% | 5%
> O=C1CCCN1CCCN1C(=O)[C@@H]2C[C@@H](O)CN2C2(CN(Cc3c[nH]c4ccccc34)C2)C1=O
 : -10% | 4% | 17 | -17% | -33% | 3% | 16%
> CC(C)[C@H]1CN(CCC(=O)O)C[C@@H]1NC(=O)c1ccc(CO)o1
 : 2% | 2% | 8 | 0% | 3% | 3% | -14%
> CN(C)c1ccc(C(CNC(=O)c2ccc(C(C)(C)C)cc2)N2CCCC2)cc1 (stereo not given)
 : / | -25% | -2 | / | / | / | ?
> CN1CCN(C(=O)c2ccc3nc(-c4ccccn4)oc3c2)CC1
 : i | 1% | 0 | -6% | -1% | / | -2%
> O=c1c2c(n(CCOc3ccccc3)n1-c1ccccc1)CN(Cc1nccs1)CC2
 : ? | -11%[87.6 µM] | 2 | -19%[138 µM] | -4%[88.5 µM] | 3%[172 µM] | 33%[activator][87.6 µM]
> COc1ccc(-c2nc3cc(C)ccc3cc2CN2CCCC(OC)C2)cc1 (stereo not given)
 : ? | -12% | -3 | ? | -29% | -14% | 9%
> CC(C)c1noc(-c2ccn3c(CNC(=O)Cc4ccccc4Cl)nnc3c2)n1
 : -21% | 0% | -11 | -20% | -12% | -9% | -11%
> CC(C)c1ccc(C(C)NC(=O)CN2CCCc3nc(-c4ccccc4)ncc3C2=O)cc1 (stereo not given)
 : ? | -21% | 2 | -13% | i | -5% | ?
> Cc1ccccc1NC(=O)N1C[C@@H](F)C[C@H]1C(=O)N1CCc2ccccc2C1
 : -1% | 3% | -6 | -7% | i | 3% | -9%
> CCNC(=O)N[C@H]1CO[C@H]2[C@@H]1OC[C@@H]2Nc1nccc(-c2cccc(F)c2)n1
 : -13%[172 µM] | 2%[87.6 µM] | -10 | -11%[174 µM] | 1%[88.5 µM] | 10%[172 µM] | ?
> COC(=O)[C@@H](Cc1cccnc1)NC(=O)[C@H]1CN(C(=O)Nc2ccccc2)CCN1C(=O)C1CCCCC1
 : -1% | -7% | 9 | -7% | -8% | 3% | 19%
> O=C(NCc1cccc(C(F)(F)F)c1)C1(CCO)CCN(c2ncccn2)C1 (stereo not given)
 : i | -2% | -13 | -1% | i | 9% | 54%[activator]
> O=C(CC1CCN(C(=O)C2(c3ccccc3)CC2)C1)NC1CC1 (stereo not given)
 : 10% | -4%[12.5 µM] | -13 | -7% | i | -13% | -4%
> CO[C@@H]1CO[C@H]2[C@@H]1OC[C@@H]2NC(=S)Nc1ccccc1
 : -8%[230 µM] | 1%[87.6 µM] | 1 | 3%[230 µM] | -39%[88.5 µM] | -10%[230 µM] | -2%[87.6 µM]
> CCCc1nnc([C@H]2CCN(C(=O)COC)C2)o1
 : i | -12%[87.6 µM] | 5 | i | -4%[88.5 µM] | -8%[230 µM] | 8%[87.6 µM]
> COc1ccc(CNC(=O)c2cc3n(n2)CC(c2ccc(Cl)cc2)OC3)cc1OC (stereo not given)
 : ? | -19% | 28 | ? | -7% | -6% | ?
> CCCN1C(=O)Cc2ccccc2C1C(=O)NCc1ccc(F)cc1Cl (stereo not given)
 : ? | -16% | 15 | -22% | -5% | -22% | -27%
> Nc1nc2c(s1)C(c1ccccc1)CC(=O)N2 (stereo not given)
 : -2% | 3% | -57* | -4% | ? | -23% | 40%[activator]
> Cc1ccc(C)c(CSc2c(C(C)C)cnc3c2c(=O)n(C)c(=O)n3C)c1
 : / | 25% | -5 | / | / | / | -5%
> O=C(CC1CCCCC1)N1CCC2(CC1)CC(N(Cc1ccc(F)cc1)C1CC1)CCO2 (stereo not given)
 : 50µM* | 10% | -1 | ? | i | 5% | -24%
> CCOc1ccc(CCNC(=O)c2cc3c(=O)n(C)c4ccccc4c3n2C)cc1OCC
 : / | 1% | -7 | / | / | / | 28%
> O=C(c1cccnc1)N1CCC2(CC1)CC(N(C(=O)c1ccccc1)C1CC1)CCO2 (stereo not given)
 : -12% | -5% | -14 | -15% | i | 3% | -20%
> COCCC(=O)N1CCCCCCNC(=O)[C@@H]2C[C@@H](c3nc(-c4cccnc4)no3)C[C@@H]21
 : -24% | 7% | 0 | -8% | i | 3% | -17%
> Cc1oc2ncnc(N3CCCCC3)c2c1C(=O)Nc1cccc(F)c1
 : / | -25% | 32 | / | / | / | 15%
> COc1cccc(-c2ccc(CN3C4CCC3CN(C(C)C)C4)cc2)c1
 : 0% | 1% | 2 | i | -9% | / | ?

Reformatted: results already given
canonical_smiles | HEK cytotox | SNCA viab count | IP6K1 inhibitor | NIH3T3 tox | GPT2 inh | FLuc inh | SNCA expr inhib
CC(C)[C@H]1CN(CCC(=O)O)C[C@@H]1NC(=O)c1ccc(CO)o1 | 2% | 2% | 8 | 0% | 3% | 3% | -14%
CN(C)c1ccc(C(CNC(=O)c2ccc(C(C)(C)C)cc2)N2CCCC2)cc1 (stereo not given) | / | -25% | -2 | / | / | / | ?
CN1CCN(C(=O)c2ccc3nc(-c4ccccn4)oc3c2)CC1 | i | 1% | 0 | -6% | -1% | / | -2%
O=c1c2c(n(CCOc3ccccc3)n1-c1ccccc1)CN(Cc1nccs1)CC2 | ? | -11%[87.6 µM] | 2 | -19%[138 µM] | -4%[88.5 µM] | 3%[172 µM] | 33%[activator][87.6 µM]
COc1ccc(-c2nc3cc(C)ccc3cc2CN2CCCC(OC)C2)cc1 (stereo not given) | ? | -12% | -3 | ? | -29% | -14% | 9%
CC(C)c1noc(-c2ccn3c(CNC(=O)Cc4ccccc4Cl)nnc3c2)n1 | -21% | 0% | -11 | -20% | -12% | -9% | -11%
CC(C)c1ccc(C(C)NC(=O)CN2CCCc3nc(-c4ccccc4)ncc3C2=O)cc1 (stereo not given) | ? | -21% | 2 | -13% | i | -5% | ?
Cc1ccccc1NC(=O)N1C[C@@H](F)C[C@H]1C(=O)N1CCc2ccccc2C1 | -1% | 3% | -6 | -7% | i | 3% | -9%
CCNC(=O)N[C@H]1CO[C@H]2[C@@H]1OC[C@@H]2Nc1nccc(-c2cccc(F)c2)n1 | -13%[172 µM] | 2%[87.6 µM] | -10 | -11%[174 µM] | 1%[88.5 µM] | 10%[172 µM] | ?
COC(=O)[C@@H](Cc1cccnc1)NC(=O)[C@H]1CN(C(=O)Nc2ccccc2)CCN1C(=O)C1CCCCC1 | -1% | -7% | 9 | -7% | -8% | 3% | 19%
O=C(NCc1cccc(C(F)(F)F)c1)C1(CCO)CCN(c2ncccn2)C1 (stereo not given) | i | -2% | -13 | -1% | i | 9% | 54%[activator]
O=C(CC1CCN(C(=O)C2(c3ccccc3)CC2)C1)NC1CC1 (stereo not given) | 10% | -4%[12.5 µM] | -13 | -7% | i | -13% | -4%
CO[C@@H]1CO[C@H]2[C@@H]1OC[C@@H]2NC(=S)Nc1ccccc1 | -8%[230 µM] | 1%[87.6 µM] | 1 | 3%[230 µM] | -39%[88.5 µM] | -10%[230 µM] | -2%[87.6 µM]

Additional structures
Order of results – HEK cytotox | SNCA viab count | IP6K1 inhibitor | NIH3T3 tox | GPT2 inh | FLuc inh | SNCA expr inhib
> COc1cccc(-c2cc(C(=O)Nc3cccc(C(F)(F)F)c3)c3cnn(C)c3n2)c1
 : 32µM* | / | 10 | ? | / | / | /
> Cc1ccc2c(CC(=O)Nc3c(C(=O)c4ccc(F)cc4)oc4ccccc34)coc2c1C
 : / | -5% | -12 | / | / | / | 17%
> Cc1ccc(-c2cc(C(=O)NCc3ccccc3F)c3cnn(C)c3n2)cc1
 : -6% | 2% | 0 | -21% | i | / | -20%
> c1ccc(-c2ccc(CN3CCOC[C@H](Oc4cnccn4)C3)cc2)cc1
 : ? | 5%[87.6 µM] | 5 | -22%[174 µM] | -5%[88.5 µM] | -1%[172 µM] | -21%[87.6 µM]
> Cc1cc(=O)n(Cc2cccc(Cl)c2)c2c1c(C)nn2C
 : / | 13% | -2 | / | / | / | 36%[activator]
> CCN(Cc1ccc(OC)cc1)c1ccc(-c2nc(-c3ccncc3)no2)cc1[N+](=O)[O-]
 : / | 3% | -10 | / | / | / | -20%
> O=C(c1cnn2ccccc12)N1CCC(Cc2cccc(CO)c2)C1 (stereo not given)
 : ? | 2% | -17 | ? | 0% | ? | ?
> COCCN1CCCC(c2[nH]ccc2C(=O)NCCc2nc3ccccc3[nH]2)C1 (stereo not given)
 : ? | -10%[12.5 µM] | 26 | -25% | i | 7% | -7%
> Cc1nn(CCNC(=O)c2ccccc2C2CCNC2)c(C)c1Cl (stereo not given)
 : -2% | -15% | 7 | -2% | i | 10% | 2%
> O=C1C(N2CCN(Cc3ccc[nH]3)CC2)CCN1Cc1ccccn1 (stereo not given)
 : -8% | -2% | 8 | -14% | ? | -20% | 12%
> COc1ccc(C(=O)NCc2ccc3c(c2)CCN3C(=O)c2ccc(Cl)cc2)c(OC)c1
 : / | 8% | 43 | / | / | / | -18%
> CC(C)Cn1c(=O)c(C(=O)N2CCN([S+](C)(=O)[O-])CC2)nc2cccnc21
 : i | -14% | -7 | -5% | i | / | 6%
> O=C(c1cccc2ncccc12)N1CCC2(CC1)Nc1ccccc1NC2=O
 : ? | -19% | -4 | -22% | -10% | 0% | -3%
> O=C(c1cc(F)ccc1F)N1CC(Oc2cccc(-c3nc(-c4ccccc4)no3)c2)C1
 : ? | 5% | -7 | ? | i | ? | 31%[activator]
> O=C(NCCc1ccc(F)cc1)C(=O)NCC(c1ccc2c(c1)OCO2)N1CCOCC1 (stereo not given)
 : / | 16% | 14 | / | / | / | 10%
> COc1ccccc1N1CCN(CCN(C(=O)C2CCCCC2)c2ccccn2)CC1
 : / | 6%&6% | -7 | / | -29%&5% | / | 18%
> O=C(Nc1ccccc1)N(Cc1cccs1)c1ccc(F)cc1
 : / | -15% | 31 | / | / | / | -8%
> Cc1ccc(C)c(N2CCN(C(=O)c3cccc(-n4c(C)nc5cccnc54)c3)CC2)c1
 : / | ? | 17 | / | / | / | ?
> CC(=O)N1Cc2ccccc2CC2(CCCN2CC2CCCC2)C1 (stereo not given)
 : ? | -19% | -11 | -29% | -11% | / | 19%
> CCN(CC)c1ccc(NC(=O)c2sc3nc4c(cc3c2N)CN(C)CC4)cc1
 : / | 18% | -2 | / | / | / | 35%[activator]

Compound activity as filed in PubChem.
